MITF TRPM1 inh = reduces MITF-dependent TRPM1 promoter luciferase signal; 0.83% of 330,000 active; inhibition, % at 12.5 µM; SK-MEL-5 TRPM1 promoter luciferase, 24 h;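 active = mean inhibition across replicates of 60% or more, whatever share of single replicates reaches that level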; note: values of inactives mirror those of a sister screen read the other way
HIF-2a inh = HIF-2a inhibition; 0.72% of 360,000 active; 786-0 RCC cells HIF-2a reporter, luciferase luminescence, overnight; inhibition, % at 18.8 µM; AID 624352;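 active = inhibition of the luminescence signal of 40% or more relative to plate controls, in a single-dose primary screen at 18.75 µM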
HTR2A ag = activates the mouse 5-HT2A serotonin receptor | AID 624169 | activation, % at 7.6 µM | CHO-K1 mHTR2A beta-arrestin complementation, luminescence; percent of 30 µM serotonin response | 0.66% of 360,000 active;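 active = activation above a run cutoff, the mean activation of all tested compounds plus 3 SD, cut at about 14% in these data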;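 note: 0% = plate median of compound wells and 100% = 30 µM serotonin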
Target sequence (P35363 whole entry, looked up): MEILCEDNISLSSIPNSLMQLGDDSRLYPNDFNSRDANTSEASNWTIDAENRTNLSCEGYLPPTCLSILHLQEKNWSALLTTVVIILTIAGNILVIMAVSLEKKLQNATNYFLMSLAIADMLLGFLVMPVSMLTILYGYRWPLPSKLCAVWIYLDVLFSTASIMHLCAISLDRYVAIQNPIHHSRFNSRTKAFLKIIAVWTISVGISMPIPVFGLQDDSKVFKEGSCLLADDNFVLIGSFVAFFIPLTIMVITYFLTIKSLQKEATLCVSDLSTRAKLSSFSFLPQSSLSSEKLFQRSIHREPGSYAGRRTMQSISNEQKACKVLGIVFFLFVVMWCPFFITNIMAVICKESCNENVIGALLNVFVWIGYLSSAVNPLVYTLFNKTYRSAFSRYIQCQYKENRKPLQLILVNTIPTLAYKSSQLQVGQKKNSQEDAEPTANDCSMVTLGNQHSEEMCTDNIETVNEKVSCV
Shn3 3UTR inh = Schnurri-3 reporter inhibition in Clone20 osteoblasts; Clone20 osteoblast Shn3 3'UTR firefly luciferase, 24 h; inhibition, % at 12.5 µM; 0.52% of 360,000 active; AID 588674;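 active = mean inhibition of at least 75% with every replicate also reaching 75%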;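 note: 0% = median of neutral control wells and 100% = pilot-screen positive control compound; some compounds past the cut are filed as inactive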
NR2E3 ag-1 = activates human photoreceptor nuclear receptor NR2E3. Q9Y5X4. inhibition of corepressor binding, % at 4.78 µM. GST-NR2E3/biotin-RetCOR TR-FRET, 1536-well. 0.12% of 320,000 active. AID 2300;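 active = percent inhibition above the cutoff of mean plus 3 SD of all tested compounds, set per screening campaign, cut at about 20% in these data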;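 note: 0% = DMSO wells and 100% = biotin wells as full block of FRET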
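system = GST-tagged NR2E3 plus biotinylated RetCOR corepressor | input = 1.35 nM GST-NR2E3 | also added = 7 nM biotin-RetCOR | schedule = 5 h incubation at 4 °C | measured by = TR-FRET with europium anti-GST and streptavidin-D2, 340 nm excitation | read-out = percent loss of FRET ratio relative to control wells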
CaV13 FRET inh = Disruptors of the CACNA1D IQ motif to Ca2+-dependent inactivation inhibitor domain association, primary screening, Förster resonance energy transfer in intact living …; HEK cells, CFP/YFP FRET ICDI-IQ, plate reader, 10 min; percent FRET-ratio fall versus neutral wells; inhibition, % at 12.3 µM; 0.098% of 340,000 active; AID 743397;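 active = mean replicate inhibition of at least 30% and at least 1% of replicates passing that level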;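 note: 0% = median of the neutral control wells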
NR2E3 ag-2 = human photoreceptor-specific nuclear receptor agonism; Q9Y5X4; inhibition of corepressor binding, % at 3.98 µM; 0.35% of 360,000 active; CHO-S Gal4-NCOR/VP16-NR2E3 two-hybrid, luciferase; AID 602229;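 active = inhibition above the mean of all tested compounds plus 3 SD, cut at about 70% in these data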;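 note: 0% = DMSO with NR2E3 transfected cells and 100% = cells lacking NR2E3 construct; higher means lower luciferase signal from less NR2E3 corepressor binding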
Peg3 prom inh = reduces Peg3 promoter-driven luciferase expression in HeLa; inhibition, % at 20 µM; 1.7% of 360,000 active; HeLa PEG-Prom luciferase reporter, luminescence, overnight;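 active = inhibition of at least 50% at 20 µM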
PDI inh = inhibitors of human protein disulfide isomerase | 0.052% of 350,000 active | P07237 | PDI insulin aggregation turbidity, A650, 90 min | AID 588391 | inhibition, % at 10 µM;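 active = mean inhibition across replicates of 30% or more, whatever share of single replicates reach that level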;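 note: absorbance from insulin aggregation driven by PDI reduction with DTT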
Target sequence (P07237 whole entry, looked up): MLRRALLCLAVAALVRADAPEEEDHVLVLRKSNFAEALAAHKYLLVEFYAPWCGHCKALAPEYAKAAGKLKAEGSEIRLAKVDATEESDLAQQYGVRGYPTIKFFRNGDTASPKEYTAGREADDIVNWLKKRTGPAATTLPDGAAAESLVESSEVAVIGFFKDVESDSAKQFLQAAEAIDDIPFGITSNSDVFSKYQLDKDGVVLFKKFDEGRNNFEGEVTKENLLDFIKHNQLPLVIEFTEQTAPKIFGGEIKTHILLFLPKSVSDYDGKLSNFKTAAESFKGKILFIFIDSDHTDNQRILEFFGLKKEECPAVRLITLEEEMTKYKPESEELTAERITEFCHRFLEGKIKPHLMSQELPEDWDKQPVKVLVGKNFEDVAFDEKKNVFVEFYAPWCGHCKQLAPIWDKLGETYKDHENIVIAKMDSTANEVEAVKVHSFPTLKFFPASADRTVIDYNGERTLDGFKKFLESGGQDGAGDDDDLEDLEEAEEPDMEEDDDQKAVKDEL
iPSC survival up = enhancers of human iPSC single-cell survival; 0.044% of 360,000 active; survival enhancement, % at 20 µM; hiPSC single-cell survival, ATPlite luminescence; 100% = ROCK inhibitor wells, 0% = DMSO; AID 602274; in the data active = survival enhancement above about 18%;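 note: cells exposed to compounds for 16 hours before the ATP read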
H9c2 protect = modulators protecting cardiomyocytes from myocardial damage; protection from H2O2 cell death, % at 20 µM; H9c2 cardiomyocytes, H2O2 injury protection, ATPLite, 2 h; AID 588492; 0.63% of 360,000 active;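 active = compounds giving at least 50% protection of heart cells from peroxide-induced death in the single-dose screen, raw or plate-pattern-corrected value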;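 note: 0% = DMSO wells with peroxide and 100% = DMSO wells without peroxide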
Numbers without * were called inactive; nt = no result given.

SMILES	MITF TRPM1 inh	HIF-2a inh	HTR2A ag	Shn3 3UTR inh	NR2E3 ag-1	CaV13 FRET inh	NR2E3 ag-2	Peg3 prom inh	PDI inh	iPSC survival up	H9c2 protect
COC(=O)Cc1cc(=O)[nH]c(/N=C(\N)Nc2cccc(C)c2)n1	-4.0	17.1	-5.8	-35.1	0.5	-4.9	11.5	5.0	11.7	0.1	5.6
COc1cc(C#N)c(NS(=O)(=O)c2ccc3[nH]c(=O)sc3c2)cc1OC	5.1	6.8	3.9	-2.4	-3.4	-5.4	-10.3	11.4	-4.9	-0.1	1.7
CCc1cc(C)c(O)c(CC)n1	-9.7	9.2	-1.6	-1.9	0.7	nt	-8.4	13.6	-7.8	0.9	5.1
CC(C)c1ccc(NC2CCCN(C(=O)c3ccoc3)C2)cc1 (centres undefined)	-10.7	-64.3	2.6	6.9	-0.4	-5.4	-22.6	-64.7	3.7	1.0	-3.1
CCN(CC(=O)NCc1ccc(F)cc1)C(=O)C1CCN(S(=O)(=O)c2ccc(C(C)C)cc2)CC1	12.3	21.5	5.3	24.6	nt	-6.3	40.3	5.0	10.4	-0.5	-8.4
COc1ccc(CN2CCN(Cc3cc(=O)oc4cc(C)ccc34)CC2)c(OC)c1OC	2.4	4.9	-9.6	-8.2	1.3	-18.8	11.3	16.7	-5.3	-0.7	6.3
COc1ccc(CN(C)C(=O)c2cccc(NC(=O)CC3SC(N4CCCCC4)=NC3=O)c2)c(OC)c1 (centres undefined)	63.3*	-5.5	-3.0	80.0	nt	-2.5	-5.3	54.2*	-0.9	0.5	-9.9
COC(=O)c1[nH]c2cc(C)ccc2c1NC(=O)CN1CCN(c2ccccc2OC)CC1	22.3	8.0	9.8	38.1	4.0	nt	12.1	32.8	-1.5	-3.1	-10.3
COC(=O)[C@H](CC(C)C)NC(=O)/C=C/[C@H]1O[C@@H](n2cc(C)c(=O)[nH]c2=O)C[C@@H]1O	nt	0.8	2.2	-5.3	nt	-3.2	-0.3	-8.7	nt	0.4	-1.3
Cc1cc(Br)ccc1OCC(=O)N1CCCCCC1	-14.2	-48.2	-4.4	-11.4	0.2	-4.0	-21.1	-34.5	5.2	2.2	14.7
O=C(CN1CCCCC1)N/N=C/c1ccccc1OCc1ccccc1	2.4	-7.2	-3.9	9.6	4.0	-3.1	-14.6	-10.4	-14.3	0.0	1.7
CC1CN(C)C(C)C/C1=N\Oc1ccc([N+](=O)[O-])cc1 (centres undefined)	-11.7	-32.1	-2.5	-15.0	6.5	-5.2	-13.2	-29.6	1.7	1.4	1.6
COc1ccc(C(=O)Nc2nnc(SCC(=O)NCC3CCCO3)s2)cc1OC (centres undefined)	-12.0	6.5	-0.6	-1.2	0.8	-4.0	-17.4	-9.5	-8.3	0.1	-5.3
CC(C)c1ccc(NC(=O)C2CCN(C(=O)[C@@H]3Cc4ccccc4CN3)CC2)cc1	-5.5	-96.7	-2.8	12.7	4.0	-4.7	-8.2	-54.2	-0.5	-0.5	-9.2
C=CCc1ccccc1Oc1cc(F)nc(N)n1	3.6	21.3	-1.4	-2.1	4.0	-19.1	12.0	-5.9	-0.9	2.3	-0.3
O=C(O)CCN1CCc2ccccc2C1c1ccncc1 (centres undefined)	6.1	10.8	-1.7	-1.0	-2.9	-14.6	1.5	7.3	-6.5	0.3	0.4
Cc1ccc(CNC(=S)NCc2ccncc2)cc1	-8.9	9.2	5.4	24.7	-0.3	2.2	5.5	11.4	5.0	-0.5	-8.1
COc1ccc(OC)c(-c2cc(C(=O)N3CCCc4ccccc43)no2)c1	-3.4	-11.0	-0.2	56.6	-1.8	-4.6	-20.7	10.5	1.4	0.3	-5.7
CCn1c(=O)n(CC)c2cc(N3CCCC3)c(NC(=O)c3ccc(C)cc3)cc21	11.4	-5.9	0.6	-17.3	-5.0	-2.5	1.4	11.1	1.4	1.6	6.9
Cc1ccc(NC(=O)CS(=O)CC(=O)NC(C)CCc2ccco2)cc1Cl (centres undefined)	8.8	15.9	-0.5	-18.7	0.7	-9.4	19.4	7.1	1.6	4.9	-0.5
CC1CN(C(=O)c2ccc(S(=O)(=O)Nc3cccc(C(F)(F)F)c3)cc2)CC(C)O1 (centres undefined)	-8.2	-2.4	10.0	-31.9	-1.6	-4.4	11.4	-2.1	10.0	-0.4	-1.8
CCOc1ccc(OCCCCn2cnc3ccccc3c2=O)cc1	9.0	-0.9	-2.8	3.1	2.1	-0.6	2.3	-2.9	-3.2	-0.6	-11.1
O=CN1CCc2scc[n+]2-c2ccccc21	-6.6	12.5	3.5	7.1	2.1	-4.0	-3.4	-2.7	-0.1	-1.0	-4.0
O=C(NC(Nc1nc2ccccc2s1)(C(F)(F)F)C(F)(F)F)c1ccccc1	4.1	-7.9	1.1	-10.3	0.7	-4.3	-15.7	0.6	13.5	0.6	3.6
COc1ccccc1NS(=O)(=O)c1cc(NC(=O)CCNC(C)=O)ccc1C	-8.8	-3.0	-4.4	-4.6	-3.6	151.3*	-19.0	1.9	-5.4	-0.6	12.0
Cc1onc(-c2ccccc2)c1CNS(=O)(=O)c1cccc(Br)c1	5.8	12.6	1.0	-0.8	0.2	-3.8	-1.7	20.1	-10.4	-0.6	-2.6
Cc1cc(Nc2nc3ccccc3[nH]c2=O)n(-c2ccccc2)n1	11.2	-8.5	6.5	-14.6	-0.8	-3.8	51.6	16.4	4.1	5.7	-3.4
O=C(Nc1ccccc1)C12CC3CC(C1)CC(n1cnc([N+](=O)[O-])n1)(C3)C2	9.6	9.2	5.2	-2.5	3.0	-4.2	15.5	11.6	0.5	3.9	2.5
CC(C)C(=O)c1cn(CC(=O)N2CCCc3ccccc32)c2ccccc12	10.4	11.1	0.3	3.9	-1.5	-4.6	-20.1	23.1	4.0	0.2	-0.5
NC(=O)c1ccsc1NC(=O)COC(=O)COc1ccccc1F	0.9	14.5	-0.1	-5.9	1.6	-17.9	4.3	4.8	4.2	-0.1	-0.2
Cc1ccc(P(=O)(CSC(=N)N)c2ccc(C)cc2)cc1	7.0	13.6	3.1	-12.4	2.3	-6.9	-0.8	-28.5	6.2	-4.3	2.0
CCOc1ncccc1-c1nc(-c2cccs2)no1	-17.1	-173.9	-4.2	-36.9	0.9	-13.5	-31.0	-121.9	0.7	0.9	-0.4
CCN(CC)c1ccc(C2C3CCCCC3(O)CCN2CC(=O)N2CCCCC2)cc1 (centres undefined)	-16.0	5.2	2.7	-13.1	-1.4	-5.2	3.1	5.5	-1.1	-1.8	-2.3
CCOC(=O)C1=C(O)/C(=C/c2ccc(OCC(=O)O)c(OCC)c2)SC1=Nc1ccc(OC)cc1	1.7	6.4	1.8	-9.4	-2.1	-16.6	-7.1	2.1	4.3	0.7	9.3
CCc1nnc(NC(=O)CSc2nnc(-c3cccnc3)n2C)s1	-0.7	14.7	1.9	-56.9	1.1	-3.0	0.5	-3.1	-2.4	-0.7	5.0
CC(=O)Nc1ccc(NC(=O)CN(C)S(=O)(=O)c2ccc3c(c2)CCC(=O)N3)cc1	-6.4	7.1	6.3	-26.5	-1.3	-12.4	-23.2	1.1	-3.2	0.4	7.6

Four entries out of the list, arranged by molecular weight, lowest first.
SMILES	MITF TRPM1 inh	HIF-2a inh	HTR2A ag	Shn3 3UTR inh	NR2E3 ag-1	CaV13 FRET inh	NR2E3 ag-2	Peg3 prom inh	PDI inh	iPSC survival up	H9c2 protect
O=C(Nc1ccccc1)C12CC3CC(C1)CC(n1cnc([N+](=O)[O-])n1)(C3)C2	9.6	9.2	5.2	-2.5	3.0	-4.2	15.5	11.6	0.5	3.9	2.5
COc1ccccc1NS(=O)(=O)c1cc(NC(=O)CCNC(C)=O)ccc1C	-8.8	-3.0	-4.4	-4.6	-3.6	151.3*	-19.0	1.9	-5.4	-0.6	12.0
CCN(CC)c1ccc(C2C3CCCCC3(O)CCN2CC(=O)N2CCCCC2)cc1 (centres undefined)	-16.0	5.2	2.7	-13.1	-1.4	-5.2	3.1	5.5	-1.1	-1.8	-2.3
CC(=O)Nc1ccc(NC(=O)CN(C)S(=O)(=O)c2ccc3c(c2)CCC(=O)N3)cc1	-6.4	7.1	6.3	-26.5	-1.3	-12.4	-23.2	1.1	-3.2	0.4	7.6

Later entries
SMILES	MITF TRPM1 inh	HIF-2a inh	HTR2A ag	Shn3 3UTR inh	NR2E3 ag-1	CaV13 FRET inh	NR2E3 ag-2	Peg3 prom inh	PDI inh	iPSC survival up	H9c2 protect
CCOc1ccccc1OCCCC(=O)N1CCN(S(=O)(=O)c2ccc(C)cc2)CC1	3.6	-1.7	-1.4	6.7	6.2	-5.5	-3.6	14.2	9.2	1.2	-0.5
CCOc1ccccc1OCCCC(=O)OCC(=O)Nc1cccc(Cl)c1	1.1	8.2	-1.4	-15.6	3.5	-6.0	-0.3	-5.4	-9.6	-1.2	3.5
O=C(O)c1ccccc1C(=O)Nc1nc(-c2ccccc2)cs1	3.2	17.6	3.0	2.0	2.9	-20.0	3.0	0.7	3.4	-0.1	0.3
O=C(NC1CCCC1)c1ccc(CS(=O)Cc2ccc(Cl)cc2)o1 (centres undefined)	3.6	0.7	9.4	5.2	1.5	-3.0	-10.2	11.9	-6.9	0.6	-5.1
CCN(CC)C(=O)CNC(=O)c1nn(-c2ccc(OC)c(Cl)c2)c(=O)c2ccccc12	5.1	18.9	-3.9	9.8	-1.8	-2.9	-10.9	16.2	3.0	-0.8	2.7
CC1(C(=O)Nc2ccc3c(c2)OCO3)CCN1C(=O)c1ccco1 (centres undefined)	nt	1.1	7.0	-10.4	nt	-11.1	-8.1	-1.2	14.1	1.3	-1.2
CCN(CC)S(=O)(=O)c1ccc2oc(SCC(=O)NC3CC3)nc2c1	10.7	8.0	-0.6	-3.5	1.7	-5.1	-3.7	6.2	9.3	-0.2	-2.4
CC(C)C(NC(=O)c1ccccc1NC(=O)c1ccco1)C(=O)NNC(=O)c1ccncc1 (centres undefined)	3.4	7.2	-2.8	-11.7	3.9	-5.3	-12.7	-8.4	1.3	-0.6	-1.9
Cc1ccc(S(=O)(=O)N2CCN(C(=O)COC(=O)CNC(=O)c3ccc(Cl)cc3Cl)CC2)c(C)c1	2.2	7.2	10.6	5.3	nt	-4.9	12.0	12.6	2.1	-0.3	-3.6
Nc1nc(N)c(C=Nc2ccc(Br)cc2)c(Nc2ccc(Br)cc2)n1	5.6	-39.2	-3.9	7.8	1.4	-4.0	-4.3	13.1	19.1	-0.1	-17.3
CCCn1c(NC(=O)CCS(=O)(=O)c2ccc(C)cc2)nc2ccccc21	6.8	0.6	-0.1	21.4	3.5	-6.6	-1.8	21.1	-2.7	0.5	5.6
COc1ccccc1CCC(=O)N(Cc1ccccc1)c1c(N)n(Cc2ccccc2)c(=O)[nH]c1=O	2.5	-0.6	6.0	14.6	2.3	-4.2	-3.3	-0.1	-3.9	-0.3	4.6
CC(=Nc1ccccc1)c1sc2ccccc2c1O	-43.6	-249.2	-0.6	-81.2	2.9	-7.9	-108.3	-250.5	-6.6	-2.7	-8.7

Source: PubChem
